FXIa inh – blocks human coagulation factor XIa protease activity; purified FXIa, Boc-Glu-Ala-Arg-AMC fluorogenic substrate; inhibition, % at 5 µM; hit rate 0.14% among 220,000;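 active = inhibition of at least 40%; inactive = inhibition below 40%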;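 also: fluorescence of freed AMC excited at 355 nm; 0% = enzyme without compound and 100% = no enzyme blank; many of its hits are not listed in these tables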
FXIIa inh 1536 – blocks human coagulation factor XIIa protease activity; inhibition, % at 5 µM; P00748; purified FXIIa, Boc-QGR-AMC fluorogenic substrate, 2 h; hit rate 0.3% among 220,000; in the data active = inhibition above about 40%;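 also: 0% = enzyme with no compound and 100% = blank without enzyme; many of its hits are not listed in these tables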
Hck-Nef inh – blocks Nef-activated human Hck kinase. hit rate 0.68% among 220,000. P08631. inhibition, % at 20 µM. Recombinant Hck-YEEI plus Nef, Z-Lyte FRET kinase assay. AID 463187;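 active = Hck-Nef kinase inhibition above about 50%, limit read from the data; inactive = inhibition below that limit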;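 also: 0% = DMSO with Hck plus Nef and 100% = Hck alone without Nef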
Target sequence (P08631 whole entry, looked up): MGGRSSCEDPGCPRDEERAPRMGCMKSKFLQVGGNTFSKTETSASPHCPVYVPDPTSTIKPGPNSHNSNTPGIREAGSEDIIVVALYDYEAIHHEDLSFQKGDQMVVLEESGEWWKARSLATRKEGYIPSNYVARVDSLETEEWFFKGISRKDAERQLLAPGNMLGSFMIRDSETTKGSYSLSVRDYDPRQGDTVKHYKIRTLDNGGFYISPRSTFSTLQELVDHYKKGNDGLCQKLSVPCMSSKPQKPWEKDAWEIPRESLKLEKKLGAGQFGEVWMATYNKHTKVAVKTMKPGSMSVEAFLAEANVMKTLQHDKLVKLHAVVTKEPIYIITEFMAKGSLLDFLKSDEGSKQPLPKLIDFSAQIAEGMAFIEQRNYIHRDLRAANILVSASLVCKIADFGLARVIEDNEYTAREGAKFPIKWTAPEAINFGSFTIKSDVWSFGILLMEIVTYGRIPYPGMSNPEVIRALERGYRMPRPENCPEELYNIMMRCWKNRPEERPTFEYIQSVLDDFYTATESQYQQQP
TNF death inh – inhibitors of TNF-alpha induced necroptosis in Jurkat FADD-/- cells; Jurkat FADD-/- TNF necroptosis rescue, ATP luminescence, 24 h; 0 = TNF only, 100 = no-TNF cells; activation (protection from cell death), % at 10 µM; hit rate 0.068% among 220,000;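 active = activation, meaning protection from cell death, of at least 50% relative to plate controls; inactive = activation below 50%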;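 also: necroptosis triggered by 40 ng/mL TNF-alpha added together with compound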
thrombin 1536 – thrombin (human) inhibition. P00734. alpha-thrombin, Boc-VPR-AMC fluorogenic substrate cleavage. inhibition, % at 5 µM. hit rate 0.26% among 220,000. AID 1046;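 active = inhibition at or above 40%; inactive = inhibition below 40%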;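 also: 0% = enzyme with no compound and 100% = wells without enzyme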
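System – human alpha-thrombin · Medium – pH 7.5 Tris (50 mM) with NaCl 150 mM, Tween 20 0.05% · Compound – single-point dosing at 5 µM, 0.2% DMSO · Incubation – enzyme reaction carried out at room temperature · Technique – fluorescence of released AMC, ex 355 nm, em 460 nm · Read-out basis – % inhibition of thrombin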
zVAD death inh – L929 zVAD cell death inhibition | L929 zVAD necroptosis rescue, ATP luminescence, 24 h; with zVAD 60 µM | viability rescue, % at 10 µM | hit rate 0.38% among 220,000 | AID 1377;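 active = activation, scaled between plate controls, above about 75%, limit read from the data; inactive = activation under that limit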;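 also: 0% = zVAD with DMSO and 100% = DMSO alone without zVAD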
Cl transport mod – KCC2 (human) Cl- transport modulation. Q9H2X9. KCC2 cells, thallium flux FluoZin-2 fluorescence. B-score of Tl+ flux slope (higher = more flux/activation; lower = inhibition) at 10 µM. hit rate 2.2% among 190,000;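 active = thallium flux slope and its plate-corrected score both differing from the plate sample mean at a set confidence after two filtering rounds, in either direction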;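 also: slope of fluorescence scaled to starting intensity during 10 to 20 s after thallium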
Rad51 HR inh – blocks human Rad51 in homologous recombination. inhibition, % at 10 µM. Q06609. hit rate 0.085% among 200,000. hRad51 DNA strand exchange, fluorescence dequenching;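 active = inhibition above 40% at the single screening dose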;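 also: 0% = DMSO control wells and 100% = blanks with heterologous ssDNA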
Target sequence (Q06609 whole entry, looked up): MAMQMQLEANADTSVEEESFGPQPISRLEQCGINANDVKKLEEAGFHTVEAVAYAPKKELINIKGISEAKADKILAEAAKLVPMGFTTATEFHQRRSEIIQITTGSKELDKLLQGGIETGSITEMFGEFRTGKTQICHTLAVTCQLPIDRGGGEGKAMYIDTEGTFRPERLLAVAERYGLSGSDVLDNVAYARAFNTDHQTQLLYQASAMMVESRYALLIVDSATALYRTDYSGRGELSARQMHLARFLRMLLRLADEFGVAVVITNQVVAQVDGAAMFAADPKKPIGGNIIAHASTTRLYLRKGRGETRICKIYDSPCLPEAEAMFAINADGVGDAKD
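Test system – preformed human Rad51 ssDNA filaments · Reagent – Donor/quencher-labelled 47-bp dsDNA substrate · Incubation – 37 °C 15-min filament assembly, 30-min compound preincubation, 15-min exchange · Signal – FRET fluorescence dequenching, excitation 485 nm, emission 520 nm · Read-out – percent inhibition from fluorescence, normalised to plate control and blank means · Benchmarks – plate control and blank wells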
KLK5 inh – kallikrein 5 (human) inhibition; recombinant hK5, fluorogenic AMC substrate cleavage; inhibition, % at 5 µM; hit rate 0.59% among 210,000; AID 873;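 active = inhibition of 40% or more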;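 also: 0% = enzyme controls without compound and 100% = no-enzyme blanks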
Active calls of the source: *; . = not tested or not shown. An excerpt; rates above refer to the full screens.

SMILES	FXIa inh	FXIIa inh 1536	Hck-Nef inh	TNF death inh	thrombin 1536	zVAD death inh	Cl transport mod	Rad51 HR inh	KLK5 inh
COc1ccc(NC(=O)c2cc([N+](=O)[O-])ccc2N2CCN(C)CC2)cc1	5	9	21	2.1	0	-1.1	-0.23	0	6
C=CCOc1ccc(C(=O)CC)cc1OC	6	12	4	-0.2	0	0.8	1.4	-3	-14
COc1cc(CCC(=O)OCC(=O)NC2CCCC(C)C2C)cc(OC)c1OC (stereo unspecified)	1	5	11	-0.6	-1	0.9	-0.98	-6	6
Cn1c(=O)c2c(nc(Sc3ncnn3CC(=O)NC3CCCCC3)n2C)n(C)c1=O	0	6	22	2.6	-1	-1.0	1.8	-1	0
COc1ccc(/C=N/N2C(=O)C3C4C=CC(C4)C3C2=O)cc1[N+](=O)[O-] (stereo unspecified)	-1	7	21	-0.1	-5	1.4	0.84	2	11
CCN1CCN(C(c2cccs2)C(C)NC(=O)c2cccc(OC)c2OC)CC1 (stereo unspecified)	3	15	1	0.7	5	-1.0	0.58	-2	1
Cc1ccc(C(=O)Nc2ccc(F)cc2)o1	-11	-2	0	0.3	-12	1.1	-0.82	1	-16
CCCC(=Nc1ccccc1OC)C1=C(O)CC(c2ccccc2)CC1=O (stereo unspecified)	-4	6	2	0.5	-3	0.4	-3.7	.	-12
C=CCNC(=S)N(CC)c1cccc2ccccc12	1	6	18	-0.3	8	-0.9	-0.59	8	4
CC(C)CN1CCN(Cc2ccc3ncccc3c2)CC1CCO (stereo unspecified)	0	8	-5	1.4	-4	-0.5	0.63	-5	.
CSCCC(Nc1ccc(S(=O)(=O)N2CCOCC2)cc1[N+](=O)[O-])C(=O)OCC(=O)N(C(C)C)C(C)C (stereo unspecified)	6	6	0	1.6	-9	0.7	0.037	-4	-15
Nc1c(-c2ccccc2)nc(Cl)nc1-c1ccccc1	-16	-19	9	-4.9	-16	-0.1	0.047	2	-16
c1ccc(-c2ccccc2OCCCN2CCOCC2)cc1	-6	-3	18	1.1	-6	-0.1	-0.82	.	-7
CCc1nc(NC(C)C)c2oc3ccccc3c2n1	-8	-10	4	-0.5	-8	1.0	-1.7	5	14
CCN(CC)S(=O)(=O)c1cccc(NC(=O)CCSc2ccc(Cl)cc2)c1	6	16	4	2.5	-2	49	-0.18	13	-11
Cc1nn(-c2ccccc2)c(C)c1/C=N/NC(=O)c1cc(-c2cccs2)[nH]n1	2	4	9	-8.3	-6	0.2	-1.7	-4	-18
CCCCCn1c(N2CCN(Cc3ccccc3)CC2)nc2c1c(=O)[nH]c(=O)n2C	-33	-2	0	-10	-7	-0.5	-1.6	-2	5
CCCCCCCNC1=CC(=O)CC(c2ccccc2)C1 (stereo unspecified)	5	11	2	-4.4	-3	0.7	-2.9	3	-1
CCOc1ccc(NC(=O)c2cc3cc4ccc(C)cc4nc3o2)cc1	-2	8	26	-1.3	10	1.0	0.15	-8	-5
Cc1cc(-c2ccccc2)cc(-c2ccccc2)[n+]1C	0	10	-19	0.0	0	-0.3	-0.073	3	3
CCc1ccc(NCc2nc3ccccc3c(=O)[nH]2)cc1	1	12	0	-2.3	2	0.2	.	-8	-10
Cc1ccc(C(C)C)c(OCCNC(=O)c2cncc(Br)c2)c1	-1	11	1	-2.0	1	-0.3	-0.2	1	-16
CCOC(=O)C1(Cc2ccccc2)CCN(Cc2cn[nH]c2-c2ccccc2)CC1	1	12	16	3.4	-5	-1.3	-0.026	-1	5
Cc1cc(C)c(NC(=O)c2ccc[n+](Cc3ccc([N+](=O)[O-])cc3)c2)c(C)c1	6	4	1	1.9	-3	0.3	-0.67	-17	-12
O=C(O)Cc1cn(-c2ccccc2)nc1-c1ccccc1	0	8	17	0.2	-1	2.3	0.15	10	-32
O=C(/C=C/c1ccc(OC(F)F)cc1)OCC(=O)N1CCN(C(=O)c2ccco2)CC1	7	13	2	3.2	-1	10	-1.2	-1	-5
CCOC(=O)c1c(N)sc(C(O)(C(F)(F)F)C(F)(F)F)c1-c1ccc(Cl)cc1	-8	13	-1	0.8	2	0.0	0.59	-7	-12
Nc1ccc2nc(SCC(=O)N3CCOCC3)sc2c1	8	12	13	-0.2	-13	-0.3	-1.3	-18	1
CCSc1nc(-c2ccccc2)c(-c2ccccc2)n1CC(O)CO (stereo unspecified)	-1	.	22	1.2	-3	0.8	-0.23	7	-2
Cc1cccc(NC(=O)CSc2nnc(-c3ccc(S(=O)(=O)N4CCCC4)cc3)o2)c1	8	28	-1	0.0	4	0.8	.	-1	-11
N=C1/C(=C/c2cccn2Cc2ccc(Cl)cc2)C(=O)N=C2SC=CN12	7	10	-2	3.0	-1	1.5	1.2	.	-6
Cc1cc(-c2c(C(=O)N3CCOCC3)c(C)nn2-c2cccc(C(F)(F)F)c2)no1	-5	6	2	0.5	-5	-0.7	0.94	0	7
O=C(NCc1cc(C(F)(F)F)cc(C(F)(F)F)c1)C1CC(c2c(Cl)cccc2Cl)=NO1 (stereo unspecified)	2	7	1	0.1	-2	-0.1	1.3	-13	.
COC(=O)CC1C(=O)NCCN1C(=O)c1ccc(S(=O)(=O)N2CCOCC2)cc1 (stereo unspecified)	3	9	14	0.6	.	0.5	-0.008	4	-1
N/C(CN1CCCC1=O)=N\OC(=O)c1ccc(Cl)c(Cl)c1	-7	-3	1	0.6	-4	-0.4	0.51	.	-12
CCOc1ccccc1N1CCN(C(=O)c2cc(C)oc2C)CC1	-8	5	-11	-2.3	-5	-1.4	-1.6	3	1
COc1cc(C)c(Br)cc1S(=O)(=O)NCCCN1CCOCC1	3	7	2	1.0	1	0.1	0.057	-2	.
CCN1C(=O)/C(=C\N2CCN(c3cccc(Cl)c3)CC2)SC1=S	7	15	0	19	5	68	.	6	-7
COC(=O)C1=C(C(=O)OC)[C@@H]2N(Cc3ccccc3)c3ccccc3[C@@]23C[C@@H](C(=O)OC)N(C(=O)c2cccs2)C3=N1	3	5	-15	-5.9	-1	-0.5	-1.3	5	1
CCCC(=O)NCCc1cc2ccc(C)c(C)c2[nH]c1=O	5	10	0	-1.0	3	0.7	0.28	-9	-2
COC(=O)C1=C(C(=O)OC)SC(=C2C(=S)C(C)(C)N(C(=O)CC(C)C)c3ccccc32)S1	18	28	-4	-2.6	5	0.3	0.12	-5	3
Cc1cc(Nc2nc3ccccc3nc2Cl)n(-c2ccccc2C)n1	0	-4	2	-3.0	-20	-0.6	0.47	2	0
CCC(C)NC(=O)CN1C(=O)NC2(CCc3ccccc3C2)C1=O (stereo unspecified)	-4	6	19	0.1	-5	1.9	0.47	0	-1
Clc1ccccc1-c1nn2c(-c3ccccn3)nnc2s1	0	4	-2	-4.5	2	2.3	-0.041	2	-19
Cc1cc(=O)oc2cc(OCC(=O)OCC(=O)Nc3ccc(C(C)C)cc3)ccc12	7	11	4	1.2	-4	0.8	-2	-29	-6
Cn1c(Cn2cnc3ccccc32)nnc1SCc1ccccc1	11	14	3	-0.4	-1	2.4	.	2	-2
C/C(=C/c1oc2ccc(O)cc2c1[N+](=O)[O-])N(C)C	14	24	-17	-3.8	8	-0.5	0.064	3	8
Cc1ccc(-n2c(C)nc3c(cnn3-c3ccc(C)c(C)c3)c2=O)cc1C	-3	12	0	-2.5	-6	9.7	-0.28	-4	-20
Cc1ccc2c(c1)CCCN2C(=O)c1ccoc1C	-5	0	3	-2.0	2	-1.4	0.011	.	-9
Cc1ccc2nc(NCc3ccc(F)cc3)c3nncn3c2c1	4	12	27	3.5	3	1.0	0.29	-12	4
CCCNC(=O)CSc1nc2ccccc2c(=O)n1CCC	10	7	9	1.9	30	0.2	-0.92	-34	30
CC(=O)NC(C)C(=O)OCC(=O)c1ccc(Cl)s1 (stereo unspecified)	-11	4	0	0.0	-5	0.0	0.025	-1	0
O=C(COC(=O)c1cc([N+](=O)[O-])ccc1NCc1ccccc1Cl)NCC(F)(F)F	4	14	0	0.6	-11	0.5	-3.5	7	0
Cc1ccc2cc(CN(Cc3cccs3)C(=O)c3ccco3)c3nnnn3c2c1C	4	5	2	-0.4	-5	-0.3	-0.19	-7	-7
CCn1c(=O)c2cc(C(=O)N3CCOCC3)sc2c2ccccc21	4	10	2	-1.5	-3	0.1	-1.1	-3	0
CC1CCN(CCOCCOc2ccc(Cl)cc2Br)CC1	-3	-9	1	-0.9	-6	-0.2	.	-3	-1
COCCNC(=S)N/N=C(\C)c1cccc([N+](=O)[O-])c1	4	4	6	0.7	-5	-0.6	-0.39	8	-16
COc1ccc(-c2nc(-n3c(C)c(C(C)=O)c(C(C)=O)c3C)sc2C)cc1	-5	6	1	-1.4	1	-0.4	.	0	2
Cn1c(=O)c2cc(NCc3ccccc3)nnc2n(C)c1=O	0	-2	1	-8.8	-17	-0.5	0.38	-2	-4
C=CCOc1nc2c(c(=O)n(Cc3ccc(Cl)cc3)c(=O)n2C)n1C	2	3	0	1.8	1	1.8	-0.071	-2	-5

Screens: PubChem BioAssay, several laboratories
